# MEKK3 PB1 HTS: modulators (inhibitors or enhancers) of MEK5 binding to human MEKK3 PB1 domain. bead-based flow cytometry, Alexa488-MEK5 binding to MEKK3; actives lie on both sides; 0 = blocked by unlabeled MEK5, 100 = vehicle. binding response (% of control), % at 10 µM. 1.4% of 290,000 active. AID 1529;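 active = binding response more than 3 SD above or below the average of its plate-row segment, actives on both sides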;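 also: Alexa488 bead fluorescence after subtracting the streptavidin-only scavenger bead signal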
# CRFR2-BP antag: antagonists of CRF-binding protein/CRF-R2 receptor complex | HEK293 CRF-R2/CRF-BP, CRF-induced calcium fluorescence | inhibition, % at 11.8 µM | 0.59% of 350,000 active;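 active = inhibition of the ligand-induced calcium signal above about 50% at the single tested concentration, limit read from the data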
# PHOSPHO1 inh: blocks human PHOSPHO1 phosphatase activity; Q8TCT1; recombinant PHOSPHO1, absorbance phosphatase assay; inhibition, % at 13.3 µM; 1.1% of 290,000 active; in the data active = inhibition above about 60%
# Target sequence (Q8TCT1 whole entry, looked up): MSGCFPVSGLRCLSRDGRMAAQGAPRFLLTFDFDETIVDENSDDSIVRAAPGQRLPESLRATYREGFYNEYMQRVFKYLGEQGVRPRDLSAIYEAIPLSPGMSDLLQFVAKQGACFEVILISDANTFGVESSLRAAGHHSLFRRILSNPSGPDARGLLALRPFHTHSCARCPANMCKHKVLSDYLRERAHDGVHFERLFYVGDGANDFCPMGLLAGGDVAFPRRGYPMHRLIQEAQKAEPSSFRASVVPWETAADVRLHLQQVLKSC
# GalR3 antagonist: blocks the human galanin receptor 3; 0.44% of 360,000 active; AID 651719; O60755; inhibition, % at 3 µM; HEK293 GalR3-CNG cAMP membrane potential fluorescence; galR3 body fused to GalR1 C-terminus;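 active = inhibition above the screen-wide average plus 3 SD, cut at about 13% in these data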;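 also: forskolin and galanin both at EC90 stimulate the cells; cAMP rise reported by CNG channel membrane potential dye signal; 0% = forskolin plus galanin with DMSO and 100% = forskolin alone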
# Target sequence (O60755 1-299 limits assumed): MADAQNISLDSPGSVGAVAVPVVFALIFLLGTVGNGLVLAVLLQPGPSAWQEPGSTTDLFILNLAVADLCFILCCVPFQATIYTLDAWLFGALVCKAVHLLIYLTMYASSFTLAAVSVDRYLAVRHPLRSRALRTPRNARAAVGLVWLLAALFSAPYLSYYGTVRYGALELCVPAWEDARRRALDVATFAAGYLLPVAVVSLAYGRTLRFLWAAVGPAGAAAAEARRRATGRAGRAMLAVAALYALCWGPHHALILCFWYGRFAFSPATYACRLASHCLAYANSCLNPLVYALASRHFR
# CRFR2-BP ag: agonists of human CRF-binding protein/CRF-R2 receptor complex. activation, % at 13.2 µM. HEK293 CRF-R2/CRF-BP, calcium dye fluorescence (FLIPR); percent of saturating CRF peptide response. 0.46% of 350,000 active. AID 588473;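 active = activation of at least 50%, plus an integration ratio under a set limit after plate pattern correction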;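 also: plate controls were neutral control wells without compound for no effect and CRF at EC100 for full effect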
# CHRM4 PAM: positive allosteric modulators of human muscarinic M4 receptor | CHO-K1 hM4/Gqi5, Fluo-8 calcium fluorescence, ACh EC20; 0% = ACh EC20, 100% = maximal ACh | activation, % at 3 µM | 0.4% of 360,000 active | AID 624126;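 active = activation above its plate's cutoff, the mean activation of sample wells plus 3 SD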; also: some results filed as inactive read as strong as hits
# IDE inh: inhibitors of human insulin-degrading enzyme in cells | 0.41% of 320,000 active | inhibition, % at 5.59 µM | P14735 | HEK cells, FAbetaB cleavage, fluorescence polarization | AID 434962;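 active = percent inhibition above the average of all tested compounds plus 3 SD, set per screening campaign, cut at about 16% in these data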;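 also: IDE supplied by intact live HEK cells; FP after avidin binding of uncleaved biotin substrate so inhibition keeps polarization high; 0% = DMSO wells and 100% = 60 µM reference IDE inhibitor Ii1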
# pCIP destab: p/CIP protein destabilization; Q05BA5; F442A p/CIP-EGFP cells, EGFP fluorescence, 16 h; decrease of EGFP signal, % at 10 µM; 0.01% of 290,000 active; AID 1984;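 active = EGFP signal decrease of at least 30% at 10 µM or well 3 SD below plate mean, unless failing retest; inactive = the rest, including hits failing retest or dose response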; also: some compounds called inactive have numbers as strong as hits; many of its hits are not listed in these tables
# IDE act: IDE (human) activation, cell-based. HEK cells, FAbeta-B cleavage, fluorescence polarization; 0% vehicle, 100% cell-free pure enzyme wells. activation, % at 5.96 µM. 0.073% of 340,000 active. AID 493087;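 active = activation above the mean of all tested compounds plus 3 SD, set per screening campaign, cut at about 17% in these data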
# An asterisk follows results filed as active; . = not tested or not shown. An unsorted share of the library. About 4.2% of those tested had a hit in this group.
SMILES,MEKK3 PB1 HTS,CRFR2-BP antag,PHOSPHO1 inh,GalR3 antagonist,CRFR2-BP ag,CHRM4 PAM,IDE inh,pCIP destab,IDE act
O=C(COC(=O)c1ccc(S(=O)(=O)NCc2ccco2)cc1)NC1CCCCCC1,101,-35,19,-5,8.3,3,3,6,-1
COc1ccc(CN2CCN(Cc3cc4ccccc4o3)CC2CCO)c(F)c1 (stereo unspecified),97,-13,.,-3,1.0,0,.,-12,6
O=C1c2ccccc2NC(c2cccc(O)c2)N1Cc1ccco1 (stereo unspecified),107,-5,2,-4,-0.2,-7,-2,7,-2
CC(NC(=O)c1cc(-c2cccs2)on1)c1ccccc1 (stereo unspecified),98,-11,14,-7,-2.8,12,-2,-7,3
C/C(=N\NC(=O)c1ccc2c(c1)OCO2)c1ccc(O)cc1,96,-1,2,-2,-0.1,12,1,-1,-3
Cc1cc(C)n(-c2ccc(C(=O)OCC(=O)Nc3ccccc3F)cc2)n1,.,-3,.,-9,0.9,2,0,.,1
CC(=O)NC(Cc1ccccc1)C(=O)OCC(=O)c1ccc(Br)cc1 (stereo unspecified),104,-2,-3,-2,-0.6,11,3,-8,0
COc1ccc(Cc2noc(CN(C)CCN3CCc4ccccc4C3)n2)cc1OC,106,7,28,4,-3.5,3,2,-13,6
Cc1cnc(Sc2ncccc2[N+](=O)[O-])nc1,97,-23,.,-4,0.4,-2,2,.,4
CCCC(=O)NC(=S)Nc1c(C)cc(Br)cc1C,109,-25,.,-1,7.5,-7,-5,.,0
C#CCN(C[C@@H]1[C@@H](OC(=O)NCc2ccccc2F)[C@@H](OC(=O)NCc2ccccc2F)CN(C(=O)OC(C)C)N1C(=O)OC(C)C)S(=O)(=O)c1ccc(C)cc1,.,-10,.,-6,0.0,-5,.,.,.
CC(=O)N1CC(=O)N(Cc2ccccc2)/C(=C/c2ccccc2)C1=O,132*,6,53,-4,-2.3,-1,2,9,5
COc1cc(Cl)ccc1NC(=S)N(CCN1CCOCC1)C1CCN(C(C)=O)CC1,107,1,-12,-1,3.6,-12,1,-1,-1
CN(C)CCCn1c2c(c(SCC(=O)Nc3ccc4c(c3)OCO4)nc1=O)CCCC2,.,-1,.,-2,-1.4,-7,-2,.,0
COc1ccc(CN(C)CC2CCCN(CCc3ccc(F)cc3)C2)cc1OC (stereo unspecified),105,1,14,-4,3.3,-4,.,-2,-2
CCN(CC)CCNC(=O)c1ccc(NC(=O)c2ccc(S(=O)(=O)N3CCCC3)cc2)cc1,.,-6,.,-4,-1.1,-3,.,.,1
CCOC(=O)C1(CCCc2ccccc2)CCN(C(=O)c2cc(C)nn2CC)CC1,100,4,14,-2,0.1,-6,13,-7,3
O=C(Nc1ccccc1-c1ccccc1)c1ccco1,104,-7,17,-4,1.2,-5,6,1,4
CCNC(=S)SCCOc1ccc(C)cc1,100,28,-7,-4,-0.5,17,4,-1,6
CCc1cc2c(=O)nc3n(c2s1)Cc1ccccc1/C3=C(/O)c1cccc([N+](=O)[O-])c1,99,-23,10,.,12,-8,-4,-17,1

# Record cards (already shown).
# COc1cc(Cl)ccc1NC(=S)N(CCN1CCOCC1)C1CCN(C(C)=O)CC1 reads MEKK3 PB1 HTS = 107; CRFR2-BP antag = 1; PHOSPHO1 inh = -12; GalR3 antagonist = -1; CRFR2-BP ag = 3.6; CHRM4 PAM = -12; IDE inh = 1; pCIP destab = -1; IDE act = -1
# CN(C)CCCn1c2c(c(SCC(=O)Nc3ccc4c(c3)OCO4)nc1=O)CCCC2 reads MEKK3 PB1 HTS = .; CRFR2-BP antag = -1; PHOSPHO1 inh = .; GalR3 antagonist = -2; CRFR2-BP ag = -1.4; CHRM4 PAM = -7; IDE inh = -2; pCIP destab = .; IDE act = 0

# (next part)
SMILES,MEKK3 PB1 HTS,CRFR2-BP antag,PHOSPHO1 inh,GalR3 antagonist,CRFR2-BP ag,CHRM4 PAM,IDE inh,pCIP destab,IDE act
O=C(CSc1ncccn1)Nc1cc(Cl)ccc1[N+](=O)[O-],108,10,25,-4,-0.2,0,1,-28,-3
COc1ccc(NC(C)=O)cc1NC(C)C(=O)Nc1ccc(F)cc1 (stereo unspecified),102,7,3,0,-2.2,-3,2,-8,2
CC(C)(C)c1ccc(-c2nnc(SCCN3C(=O)c4ccccc4C3=O)o2)cc1,99,-7,2,0,0.9,0,0,-4,5
CC(C)CC(=O)N1CCN(S(=O)(=O)c2ccc(Cl)cc2)CC1,101,10,28,0,0.2,-6,1,7,2
CCOC(=O)N1CCN(C(=O)c2ccc3c(c2)N(Cc2cc(C)ccc2C)C(=O)c2ccccc2S3=O)CC1 (stereo unspecified),102,-11,33,-5,0.1,-7,1,-10,0
CCC(=O)c1ccc(N2CCN(C(=O)c3ccc(F)cc3)CC2)c(F)c1,99,16,34,-5,1.9,-6,6,-11,0
COc1ccc(N2CCN(C(=O)C3CCN(S(=O)(=O)c4cccs4)CC3)CC2)cc1,100,-23,-13,0,2.5,-4,4,5,-3
Cc1cc(C)c(NC(=O)c2ccc3c(c2)NC(=O)C(C)S3)c(C)c1 (stereo unspecified),.,8,.,-5,0.0,-1,-1,.,5
Cc1[nH]ccc2c1[nH]c1cc(=O)ccc12,93,9,33,-9,0.4,10,2,14,-1
C[C@@H]1CN([C@H](C)CO)C(=O)c2cccc(NC(=O)NC3CCCCC3)c2O[C@@H]1CN(C)C(=O)Nc1ccc(C(F)(F)F)cc1,.,-6,.,.,2.0,0,-2,.,0

# Arranged by heavy-atom count (lowest first): part of the list above.
SMILES,MEKK3 PB1 HTS,CRFR2-BP antag,PHOSPHO1 inh,GalR3 antagonist,CRFR2-BP ag,CHRM4 PAM,IDE inh,pCIP destab,IDE act
Cc1[nH]ccc2c1[nH]c1cc(=O)ccc12,93,9,33,-9,0.4,10,2,14,-1
CCNC(=S)SCCOc1ccc(C)cc1,100,28,-7,-4,-0.5,17,4,-1,6
O=C(Nc1ccccc1-c1ccccc1)c1ccco1,104,-7,17,-4,1.2,-5,6,1,4
O=C(CSc1ncccn1)Nc1cc(Cl)ccc1[N+](=O)[O-],108,10,25,-4,-0.2,0,1,-28,-3
CC(C)CC(=O)N1CCN(S(=O)(=O)c2ccc(Cl)cc2)CC1,101,10,28,0,0.2,-6,1,7,2
Cc1cc(C)c(NC(=O)c2ccc3c(c2)NC(=O)C(C)S3)c(C)c1 (stereo unspecified),.,8,.,-5,0.0,-1,-1,.,5
CC(=O)N1CC(=O)N(Cc2ccccc2)/C(=C/c2ccccc2)C1=O,132*,6,53,-4,-2.3,-1,2,9,5
CCC(=O)c1ccc(N2CCN(C(=O)c3ccc(F)cc3)CC2)c(F)c1,99,16,34,-5,1.9,-6,6,-11,0
COc1ccc(CN(C)CC2CCCN(CCc3ccc(F)cc3)C2)cc1OC (stereo unspecified),105,1,14,-4,3.3,-4,.,-2,-2
COc1ccc(N2CCN(C(=O)C3CCN(S(=O)(=O)c4cccs4)CC3)CC2)cc1,100,-23,-13,0,2.5,-4,4,5,-3
CCc1cc2c(=O)nc3n(c2s1)Cc1ccccc1/C3=C(/O)c1cccc([N+](=O)[O-])c1,99,-23,10,.,12,-8,-4,-17,1
CCN(CC)CCNC(=O)c1ccc(NC(=O)c2ccc(S(=O)(=O)N3CCCC3)cc2)cc1,.,-6,.,-4,-1.1,-3,.,.,1
CCOC(=O)N1CCN(C(=O)c2ccc3c(c2)N(Cc2cc(C)ccc2C)C(=O)c2ccccc2S3=O)CC1 (stereo unspecified),102,-11,33,-5,0.1,-7,1,-10,0
C[C@@H]1CN([C@H](C)CO)C(=O)c2cccc(NC(=O)NC3CCCCC3)c2O[C@@H]1CN(C)C(=O)Nc1ccc(C(F)(F)F)cc1,.,-6,.,.,2.0,0,-2,.,0

# (continued)
SMILES,MEKK3 PB1 HTS,CRFR2-BP antag,PHOSPHO1 inh,GalR3 antagonist,CRFR2-BP ag,CHRM4 PAM,IDE inh,pCIP destab,IDE act
Cc1cc(C)n(-c2ccc(C(=O)OCC(=O)Nc3ccc(Cl)cc3[N+](=O)[O-])cc2)n1,118,5,-30,2,-1.9,10,-1,-8,4
CN(C)CCNc1oc(-c2ccccc2F)nc1C#N,99,11,14,1,-0.5,8,2,-13,2
CCNC(=S)N1CCN(S(=O)(=O)c2ccccc2C(F)(F)F)CC1,102,-2,2,-4,3.4,9,-3,-6,3
C=CCn1c(N)c(C(=O)NCC2CCCO2)c2nc3ccccc3nc21 (stereo unspecified),106,10,6,-8,-2.3,-17,5,-15,1
O=C(c1ccc(S(=O)(=O)c2cccc(Cl)c2)c([N+](=O)[O-])c1)N1CCN(Cc2ccccc2)CC1,117,-3,-10,-8,0.9,-12,3,-4,5
Cc1ccc(C(C)C)c(OCC(=O)N/N=C/c2cccn2C)c1,92,0,22,2,0.2,-5,0,-12,5
O=C(COC(=O)c1sc2ccccc2c1Cl)NCC1CCCCC1,104,-5,-24,-2,1.4,5,8,-5,1
Cc1cc(C)cc(-n2nnnc2SCC(=O)Nc2nc(-c3ccc(F)cc3)cs2)c1,97,-17,0,-1,-0.6,4,-2,-8,5
O=C(C1=NN[C@@H]2C(=O)N(c3cccc(C(F)(F)F)c3)C(=O)[C@H]12)C(c1ccccc1)c1ccccc1,105,-2,8,-5,1.4,6,2,-1,-2
CC(=O)N1CCC(=NNS(=O)(=O)c2ccc(C)c([N+](=O)[O-])c2)CC1,93,9,32,-5,-1.9,2,-8,1,-2
O=[N+]([O-])c1ccc(/C=C2\CCC(C3=CCCC3)=C2N2CCOCC2)cc1,101,-5,-4,6,-0.1,-7,4,7,-2
O=[N+]([O-])c1cc(C=Nc2ccc3ccccc3c2)ccc1Br,101,3,-6,-1,-0.8,-2,0,10,3
N#CCCSC(=S)C1CCCC1=N (stereo unspecified),.,0,.,0,0.9,-2,.,.,.
COc1ccccc1NC(=O)C1=C(C)NC(=O)NC1c1ccc(C)cc1 (stereo unspecified),105,8,10,8,-0.6,-13,0,-10,-9
Nc1ccc(-c2cn3cccnc3n2)cc1,104,14,-23,3,11,-2,.,1,4
COc1ccc(-c2cc(C(=O)Nc3cc(S(=O)(=O)N4CCOCC4)ccc3N3CCOCC3)c3ccccc3n2)cc1,104,2,5,-5,5.6,-10,-7,-11,0
COC(=O)c1cnn(-c2ccc(F)cc2F)c1/C=N/NC(=S)NC(C)(C)C,95,-3,-10,-3,-1.4,-9,5,-9,5
CCCCCC(=O)Nc1ccccc1N1CCOCC1,105,0,7,-2,-4.9,-1,5,-1,-2
